Screening results from PubChem BioAssay.
APP 5UTR inh: APP translation inhibition. SH-SY5Y APP 5'UTR-luciferase reporter, luminescence. inhibition, % at 2 µM. 190,000 compounds, 0.82% hits. AID 1285;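 active means inhibition above a set limit, derived from the sample mean plus 3 SD, cut at about 45% in these data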; further: values of inactives mirror those of a sister screen read the other way
STAT1 activator: increases IFN-gamma driven STAT1 reporter signal; NIH 3T3 STAT1-luciferase reporter, luminescence; 100% = IFN-gamma alone, no compound; activation (% of control), % at 5.5 µM; 200,000 compounds, 2.6% hits;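 active means activation above the screen-wide mean activation plus 3 SD, cut at about 130% in these data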;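 further: raw ratio to IFN-gamma control signal so 100% means no change and 0% no light; values of inactives mirror those of a sister screen read the other way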
APP 5'UTR act: activates APP 5'UTR luciferase reporter; activation, % at 2 µM; 190,000 compounds, 1% hits; SH-SY5Y APP 5'UTR luciferase reporter, luminescence; zero percent = DMSO vehicle wells;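 active means activation above a set limit, based on mean plus 3 SD of controls, cut at about 140% in these data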; further: values of inactives mirror those of a sister screen read the other way
HMGR II inh: inhibitors of class II HMG-CoA reductase from Enterococcus faecalis; purified E. faecalis HMGR, NADPH absorbance 340 nm kinetic; inhibition, % at 10 µM; 190,000 compounds, 0.41% hits;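 active means inhibition above a set limit, the median over all tested compounds plus 3 SD, cut at about 9.5% in these data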;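 further: enzyme runs in reverse so mevalonate oxidation gives rising NADPH absorbance; 0% = complete reaction with DMSO and 100% = background rate lacking mevalonate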
FLuc inh counter: Photinus pyralis luciferase inhibition counter-screen; ATPLite firefly luciferase biochemical luminescence, 10 min; inhibition, % at 10 µM; 200,000 compounds, 1.5% hits;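 active means inhibition above about 50% when tested at 10 µM, limit read from the data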
Target sequence (P08659 whole entry, looked up): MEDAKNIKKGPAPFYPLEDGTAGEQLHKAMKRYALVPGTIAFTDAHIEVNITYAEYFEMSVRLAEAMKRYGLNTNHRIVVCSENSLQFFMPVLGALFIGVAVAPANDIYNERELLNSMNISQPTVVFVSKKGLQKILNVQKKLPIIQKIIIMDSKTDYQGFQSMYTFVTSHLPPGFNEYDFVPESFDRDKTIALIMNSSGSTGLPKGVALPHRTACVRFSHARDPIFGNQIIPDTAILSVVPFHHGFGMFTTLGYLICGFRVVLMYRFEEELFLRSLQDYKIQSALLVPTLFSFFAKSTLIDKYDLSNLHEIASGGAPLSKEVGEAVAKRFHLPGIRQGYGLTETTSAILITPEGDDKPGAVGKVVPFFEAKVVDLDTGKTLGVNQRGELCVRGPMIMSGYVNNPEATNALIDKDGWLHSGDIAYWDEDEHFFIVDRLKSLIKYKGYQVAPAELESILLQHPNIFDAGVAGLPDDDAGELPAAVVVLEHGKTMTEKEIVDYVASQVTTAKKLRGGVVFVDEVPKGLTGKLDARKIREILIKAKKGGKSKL
FLuc act counter: firefly luciferase counter-screen for stimulation assays; P08659; ATPlite luciferase biochemical, luminescence, 10 min; 0 = ATP-free wells, 1 = DMSO control; activation factor at 10 µM; 200,000 tested, under 10 active;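 active means luciferase activation factor, scaled between plate controls, of at least 2 with compound at 10 µM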
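Material: Luciferase/luciferin reagent mix | Doses: Test compounds dosed from 2 mM stocks in 100% DMSO | Timing: 10 min incubation after luciferase reagent addition, room temperature | Measured by: Luminescence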
NF-kB expr up: NF-kB expression increase, human neuronal cells | NF-kB reporter expression; stronger effect = higher value | fold change at 12.5 µM | 190,000 compounds, 1.6% hits | AID 1239; in the data active means fold change above about 3.3
G6PDH counter: L. mesenteroides G6PDH inhibition counter-screen | inhibition, % at 5 µM | Purified L. mesenteroides G6PDH, diaphorase/resazurin coupled fluorescence, 45 min | 200,000 compounds, 0.12% hits | AID 1020; in the data active means inhibition above about 50%
DTT redox prof: compounds producing H2O2 with reducing agent – biochemical, NIH compound library profiling, artefact control for MLSCN library redox annotation, primary screen | DTT-dependent redox cycling H2O2, phenol red/HRP absorbance; 100% = 100 µM peroxide control, 0% = buffer | activation, % at 10 µM | 200,000 compounds, 0.03% hits | AID 878;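 active means activation of at least 50% relative to the plate's high and low controls in the primary single-dose screen; inactive means activation below 50%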;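 further: compound incubated with DTT at 0.8 mM final as the reducing agent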
Hsp70 activator: transcriptional activators of Hsp70 | HeLa Hsp70 promoter luciferase reporter, luminescence; scaled: vehicle 0, proteasome-inhibitor control 100% | activation, % at 10 µM | 200,000 compounds, 0.04% hits;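 active means activation above the mean across all tested compounds plus 3 SD, cutoff set per campaign, cut at about 5.5% in these data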;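 further: 100% = MG132 at 30 µM as the positive control and 0% = DMSO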
Starred values were filed as active, the others as inactive; . = not tested or not shown. Rows were taken by chance, and some 5.3% of all compounds hit somewhere here.

SMILES	APP 5UTR inh	STAT1 activator	APP 5'UTR act	HMGR II inh	FLuc inh counter	FLuc act counter	NF-kB expr up	G6PDH counter	DTT redox prof	Hsp70 activator
O=C(N/C=C/n1cnc2cc(C(F)(F)F)ccc21)c1ccccc1	-8	95	8	-5	-4	1	1	-7	-0.2	-0.3
Cc1ccc(N2C(=O)C3NN=C(C(=O)OCc4ccccc4)C3C2=O)c(C)c1 (configuration not stated)	1	97	-1	-5	-8	1.1	1.1	7	-0.3	-0.3
Cc1ccc(-n2nc3ccc(NC(=S)NC(=O)/C=C/c4ccco4)cc3n2)cc1	-18	127	18	-5	2	1	1.5	-10	-0.1	-0.2
CCCOc1c(Cl)cc(C(=O)NC)cc1OC	-4	102	4	-1	-8	1.1	1.4	3	-3.2	0.0
Cc1ccc(S(=O)(=O)NCCOC(=O)Nc2sc(=S)n(C)c2C)cc1	-6	98	6	-8	2	1	1.3	0	-0.3	0.4
CC1/C(=N/O)CC(c2ccco2)NC1c1ccco1 (configuration not stated)	13	101	-13	-3	-6	1.1	1.1	11	0.4	-0.5
Cc1cc(N2C(=O)CCC2=O)n(-c2ccccc2)n1	3	95	-3	0	-6	1.1	0.9	-15	2.0	-0.1
CCN1CCN(C(c2ccc(F)cc2)c2nnnn2Cc2ccc3c(c2)OCO3)CC1 (configuration not stated)	1	104	-1	-2	-2	1	1.2	11	-1.7	-0.4
CC1=CC(C)(C(Cl)Cl)C(C)=CC1=O (configuration not stated)	-1	98	1	0	-1	1	1.4	14	-3.4	0.1
O=c1c2ccccc2sn1-c1cc(S(=O)(=O)N2CCOCC2)ccc1N1CCOCC1	27	102	-27	-1	25	0.7	0.97	7	-1.1	-0.4
Cc1ccc(-c2cc3nc4c(c(=O)n3[nH]2)CCCC4)cc1	-89	174*	89	.	.	.	.	.	0.1	0.1
O=C(NCC1COc2ccccc2O1)C1CCCN(S(=O)(=O)c2cnc[nH]2)C1 (configuration not stated)	-7	99	7	.	-1	1	.	-1	-0.6	5.8*
O=C(O)/C=C/C(=O)Nc1ccc2c(c1)NC(=O)CO2	-5	100	5	-2	-2	1	1.2	7	-0.5	-0.1
Cc1ccc(OCc2n[nH]c(=S)n2-c2ccc(C)cc2)cc1	-13	111	13	1	4	1	.	16	0.1	-0.3
CCC(=O)N1CCc2cc(S(=O)(=O)NC(C(=O)NC3CCCc4ccccc43)C(C)C)ccc21 (configuration not stated)	-7	97	7	2	0	1	1.3	13	-0.2	-0.2

Copied from the list:
Value for Cc1ccc(-n2nc3ccc(NC(=S)NC(=O)/C=C/c4ccco4)cc3n2)cc1 under G6PDH counter: -10
Value for CCN1CCN(C(c2ccc(F)cc2)c2nnnn2Cc2ccc3c(c2)OCO3)CC1 (configuration not stated) under G6PDH counter: 11

The list goes on:
SMILES	APP 5UTR inh	STAT1 activator	APP 5'UTR act	HMGR II inh	FLuc inh counter	FLuc act counter	NF-kB expr up	G6PDH counter	DTT redox prof	Hsp70 activator
O=C(c1ccco1)N(CCCN1CCOCC1)c1nc(-c2ccc(Cl)cc2)cs1	0	106	0	0	-7	1.1	0.48	-62	0.1	-0.3
Cc1ccc(S(=O)(=O)c2nc(-c3ccccc3)oc2NCCN2CCOCC2)cc1	2	99	-2	0	-6	1.1	0.97	-16	0.7	-0.2
CCC(=O)Nc1cc(C)c(NC(=O)CCc2ccccc2)cn1	6	97	-5	-5	-2	1	1	2	-1.0	-0.2
COc1ccc(CC(=O)c2ccc(O)cc2O)cc1OC	-4	104	4	-5	-5	1	1.3	-2	-1.7	-0.1
CCCCN1C(=O)C2C(c3ccc(OC)cc3O)NC(CC(C)C)(C(=O)O)C2C1=O (configuration not stated)	-4	105	3	-13	-8	1.1	1.1	1	-2.2	-0.3
Cc1ccc(-c2cc3ccccc3nc2N2CCOCC2)cc1	17	101	-17	9	-6	1.1	1.7	0	-1.8	-0.2
Cn1c(-c2ccc(CN3CCCCC3)o2)nc2ccccc21	.	127	.	-6	5	0.9	2.4	4	1.3	1.6
O/N=C\c1ccccc1Oc1ccc(F)cc1	-3	107	3	5	-8	1.1	1.2	6	0.1	-0.2
C#CCSc1nnc(-c2ccc([N+](=O)[O-])cc2)o1	-4	125	4	-4	4	1	2.1	6	-1.6	0.5
CCc1nnc(NC(=O)CCC(=O)N2CCN(CCOc3ccc(C)cc3)CC2)s1	-5	92	5	-6	-7	1.1	1.1	2	-0.6	-0.3
COc1ccc(N2CCN(C(CNC(=O)C(=O)NCC3CCCO3)c3ccco3)CC2)cc1 (configuration not stated)	-14	96	14	2	-1	1	0.91	6	-0.4	-0.3
CC1CN(C)C(C)C/C1=N/Oc1ccccc1[N+](=O)[O-] (configuration not stated)	14	100	-14	-6	-5	1.1	0.99	10	-1.2	-0.1
Cc1ccccc1SCC(=O)OCC(=O)Nc1sccc1C(N)=O	15	94	-15	-8	8	0.9	1.1	-7	0.2	-0.3
COC(=O)c1ccc(NC(=S)N2CCC(C(N)=O)CC2)cc1	11	97	-11	-9	-8	1.1	1.2	11	0.2	-0.3
COc1ccc(-n2c(N)c(-c3nc4ccccc4n3C)sc2=S)cc1	-16	100	16	-3	-2	1	1.2	6	2.5	-0.3
COCCCNC(=O)c1cn(C)c(=O)c2cc(OC)c(OC)cc12	-6	105	6	-5	-2	1	0.87	-1	-1.3	-0.1
Cc1ccc(Sc2nc(C)cc(C)c2S(C)(=O)=O)cc1	-5	104	5	-4	-3	1	1.2	7	1.2	-0.3
CC(=O)Nc1ccc(C(=O)OCc2ccc(Br)cc2)cc1	-7	104	7	-3	-4	1	1.1	-1	-0.6	0.2
Cc1cc(C)cc(NC(=O)NC(C)C2CCCO2)c1 (configuration not stated)	5	98	-5	0	6	0.9	1	9	-0.2	-0.5
COc1ccc(OC)c(NC(=O)C2CCCN(S(=O)(=O)c3cccc4nsnc34)C2)c1 (configuration not stated)	-5	100	5	-5	-6	1.1	0.6	6	-3.4	-0.2
O=C(Nc1nnc(-c2cccs2)o1)c1cccc(Oc2ccccc2)c1	-5	100	5	-4	-3	1	0.83	3	-1.2	-0.2
CSc1nnc2c3c4c(sc3c(=O)n(-c3ccccc3)n12)CC(C)(C)OC4	-2	99	2	-8	-5	1.1	1.1	6	1.7	-0.2
O=C(O)c1ccc(NCc2cccc(Br)c2)cc1	-17	105	17	-4	-3	1	1.2	7	-0.2	-0.3
Cc1cccc(Cn2cnc3c(N)c(C)c(C)cc32)c1	-4	100	4	-1	-2	1	0.95	2	-0.3	-0.3
O=C(CCCc1ccccc1)Nc1cccc2c1CCCC2	-10	103	10	1	6	0.9	0.97	14	0.1	-0.5
COC(=O)C1=C(C)NC(C)=C(C(=O)OC)C1c1ccc(NC(C)=O)cc1	-13	98	13	0	-4	1	1.2	16	2.6	-0.2
COC(=O)C1=CN(c2cccc(C)c2)C=C(C(=O)OC)C1c1cc(OC)c(O)c([N+](=O)[O-])c1	8	100	-8	-3	-1	1	0.94	4	0.1	-0.3
CC(=O)NC1=NN(C(C)=O)C(C)(CS(=O)(=O)c2ccc(C)c(C)c2)S1 (configuration not stated)	.	108	.	-3	-5	1.1	1	12	0.1	-0.1
CN(C)c1cccc(C(=O)NC2CCCCCC2)c1	-52	128	52	2	9	0.9	1.6	-1	1.0	-0.5
S=C(Nc1ccccc1)N1CCN(C(=S)Nc2ccccc2)CC1	-11	91	11	1	-5	1	1.3	3	-0.7	0.1
COc1ccccc1C/C(N)=N/OC(=O)/C=C/c1ccccc1	-22	106	22	-2	-6	1.1	1.1	8	-1.3	-0.2
CN(C)CCOC(=O)C12CC3CC(CC(C3)C1)C2	4	97	-4	-6	-5	1.1	1.1	12	0.1	-0.4
O=C(N/N=C/c1cccnc1)c1ccccc1OCc1cccc(Br)c1	20	106	-20	0	-1	1	1	8	0.3	-0.1
COc1ccccc1N(CC(=O)Nc1c(C)cccc1C)S(C)(=O)=O	8	100	-8	-10	-6	1.1	1.1	5	-8.4	-0.2
Cc1cc(C)n2nc(C(=O)NCc3cccc(C(F)(F)F)c3)nc2n1	-18	92	18	-3	0	1	1.2	4	9.4	0.1
COC(=O)COn1c(SC(C)C)nc2ccccc2c1=O	-4	97	4	3	-5	1.1	0.93	9	0.1	-0.3
CCOc1ncccc1C(=O)OCc1nnc(-c2ccccc2)o1	2	95	-2	-1	-4	1	1.2	-4	-0.5	0.1
COc1ccc(S(=O)(=O)N2CCCC2C(=O)Nc2ccc(C(C)=O)cc2)cc1 (configuration not stated)	-7	94	7	1	-1	1	1.4	-1	0.0	-0.2
Cc1ccccc1NC(=O)NCCc1nc2ccccc2[nH]1	4	100	-4	-2	-6	1.1	0.98	-11	1.9	-0.1
CC1CN(C(=O)c2ccc(N3CCCCC3)c([N+](=O)[O-])c2)CC(C)O1 (configuration not stated)	-7	107	7	-5	5	1	1.2	6	-0.3	0.2
CCCCn1c(SCC(=O)NCc2ccco2)nnc1-c1ccco1	19	100	-19	-2	0	1	0.96	3	-1.4	0.6
CC(C)CCNC(=O)C1CCN(c2nc3ccccc3o2)CC1	4	100	-4	0	-3	1	0.95	6	2.2	-0.1
Cc1ccc(-c2nnn(CC(=O)NC3CC4CCC3C4)n2)cc1 (configuration not stated)	-3	103	3	1	2	1	0.84	4	2.3	-0.3
CCOC(=O)CN1CC23C=CC(O2)C(C(=O)Nc2ccc(F)cc2)C3C1=O (configuration not stated)	5	101	-5	-1	-4	1	1.2	-1	-0.1	-0.3
CNc1nc(-c2ccc([N+](=O)[O-])cc2)cs1	-34	137*	34	4	15	0.8	2.1	6	-3.5	-0.3

Records above that bear a hit mark in STAT1 activator.
| compound | APP 5UTR inh | STAT1 activator | APP 5'UTR act | HMGR II inh | NF-kB expr up | DTT redox prof | Hsp70 activator |
| --- | --- | --- | --- | --- | --- | --- | --- |
| Cc1ccc(-c2cc3nc4c(c(=O)n3[nH]2)CCCC4)cc1 | -89 | 174* | 89 | . | . | 0.1 | 0.1 |
| CNc1nc(-c2ccc([N+](=O)[O-])cc2)cs1 | -34 | 137* | 34 | 4 | 2.1 | -3.5 | -0.3 |

More results follow:
SMILES	APP 5UTR inh	STAT1 activator	APP 5'UTR act	HMGR II inh	FLuc inh counter	FLuc act counter	NF-kB expr up	G6PDH counter	DTT redox prof	Hsp70 activator
Cc1ccc(NC(=O)CN2C(=O)C3CCCCN3C(=O)c3ccccc32)cc1 (configuration not stated)	10	107	-10	1	1	1	0.95	11	0.0	-0.3
CCc1ccccc1NC(=S)N(CCCN(C)C)Cc1cc2cc3c(cc2[nH]c1=O)OCO3	10	100	-10	-4	-7	1.1	1.3	8	0.2	0.0
CCc1ccccc1N(CC(=O)OC)S(C)(=O)=O	-7	97	7	-3	-6	1.1	1	8	-0.6	-0.2
CC1(C)CC(=O)c2ccc(O)cc2O1	19	102	-19	-2	3	1	1.5	2	-1.6	0.3
Cc1cccc2cc(CN(Cc3ccc(F)cc3)C(=O)N(C)C)c3nnnn3c12	0	93	0	1	-2	1	0.61	10	1.7	-0.5
O=C(OCC(=O)c1ccccc1Br)c1ccccn1	-3	103	3	-4	18	0.8	1.3	-7	0.6	0.1
NS(=O)(=O)c1ccc(CCNCc2cc(Br)ccc2OCc2ccccc2)cc1	4	86	-4	-3	0	1	0.6	-1	0.2	-0.4
N#Cc1ccc(N2Cc3ccccc3/C2=N/C(=O)Nc2ccc(Cl)cc2)cc1	0	97	0	-3	-5	1	1.1	9	-0.1	-0.3
